Compound activity as filed in PubChem.
MIN6 prolif – inducers of beta-cell replication in MIN6 cells. MIN6 cells proliferation, ATPlite luminescence, 48 h; cells starved in 0.2% serum; 100% = growth in 10% serum. proliferation, % at 10 µM. hit rate 0.29% among 330,000;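 active means compounds whose signal lies at least 3.5 SD above the mean of all wells on their plate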;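 further: 0% = DMSO-treated cells in low-serum medium and 100% = 10% serum control; some compounds called inactive have numbers as strong as hits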
SENP6 block – blocks the human protease SENP6; Q9GZR1; Recombinant SENP6 catalytic domain, aminoluciferin luminescence; inhibition, % at 10 µM; hit rate 1.8% among 330,000;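 active means inhibition above about 50% at the single tested dose, limit read from the data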;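 further: plate controls were DMSO wells with enzyme for no effect and DMSO wells lacking enzyme for full effect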
Target sequence (Q9GZR1 628-1112 limits assumed): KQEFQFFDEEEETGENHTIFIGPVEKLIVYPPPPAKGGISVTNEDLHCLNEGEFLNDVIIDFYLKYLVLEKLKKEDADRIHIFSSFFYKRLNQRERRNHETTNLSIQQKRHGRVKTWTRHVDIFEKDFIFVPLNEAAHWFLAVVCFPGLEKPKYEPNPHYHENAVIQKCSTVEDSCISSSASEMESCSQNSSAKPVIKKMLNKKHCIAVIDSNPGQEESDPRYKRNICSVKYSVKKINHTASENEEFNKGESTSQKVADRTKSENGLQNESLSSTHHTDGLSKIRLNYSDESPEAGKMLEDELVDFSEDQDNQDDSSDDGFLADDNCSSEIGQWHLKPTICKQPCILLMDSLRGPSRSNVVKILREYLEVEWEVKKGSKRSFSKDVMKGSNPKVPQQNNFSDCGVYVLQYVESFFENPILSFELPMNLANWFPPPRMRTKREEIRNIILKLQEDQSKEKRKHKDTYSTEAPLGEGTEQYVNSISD
HKDC1 inh – inhibitors of human hexokinase HKDC1 | Q2TB90 | recombinant HKDC1, G6PDH/diaphorase resazurin coupled fluorescence | inhibition, % at 20 µM | hit rate 0.16% among 340,000;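 active means inhibition above about 35% when tested at 20 µM, limit read from the data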;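 further: plate controls were DMSO wells with enzyme for no effect and DMSO wells lacking enzyme for full effect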
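Material: recombinant HKDC1 hexokinase; Amount: HKDC1 at 5 µg/mL; Medium: Tris pH 8.0 buffer with MgCl2, Tween-20, BSA, BME; Schedule: 90 min reaction incubation at room temperature, dark; Technique: coupled resazurin fluorescence, excitation 525 nm, emission 613 nm.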
SENP7 inh – SENP7 protease inhibition. AID 434973. Q9BQF6. recombinant SENP7, Z-RLRGG-aminoluciferin luminescence, 40 min. inhibition, % at 5 µM. hit rate 1.5% among 330,000;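 active means inhibition above about 50% at the single test dose, limit read from the data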;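 further: plate controls were DMSO with enzyme for no effect and no enzyme buffer wells for full effect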
SENP1 inh – inhibitors of human SENP1 SUMO protease catalytic domain; hit rate 0.21% among 360,000; recombinant SENP1 catalytic domain, CyPet-SUMO1-YPet FRET cleavage; inhibition, % at 10 µM; AID 624204; Q9P0U3;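 active means inhibition at least 30% at 10 µM, raw YFP signal under a set limit, fluorescence ratio 0.5 to 1.5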;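 further: 0% = enzyme with DMSO and 100% = no enzyme wells; some results filed as inactive read as strong as hits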
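Controls: no-enzyme wells low, DMSO-plus-enzyme wells high control. Test system: human recombinant His6-tagged SENP1 catalytic domain enzyme. Reagent: SFCypet-SUMO1-SFYpet FRET protein substrate, 25 nM final. Doses: one dose per compound, 10 µM, 0.5% DMSO. Detection: FRET, CFP and YFP emission. Timing: 50 min reaction at room temperature.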
UBC13 polyUb – human UBC13 polyubiquitination inhibition | P61088 | UBC13 polyubiquitin chain formation, TR-FRET | inhibition, % at 20 µM | hit rate 0.47% among 330,000 | AID 485273; in the data active means inhibition above about 45%, passing the limit was not always enough
Target sequence (P61088 whole entry, looked up): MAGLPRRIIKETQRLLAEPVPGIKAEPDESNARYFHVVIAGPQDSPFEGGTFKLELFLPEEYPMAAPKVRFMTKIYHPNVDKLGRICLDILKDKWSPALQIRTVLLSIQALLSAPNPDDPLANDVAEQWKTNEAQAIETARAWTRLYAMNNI
PfG6PD inh – PfG6PD (Plasmodium falciparum) enzyme inhibition. inhibition, % at 20 µM. AID 504690. hit rate 0.78% among 350,000. PfGluPho enzyme, NADPH resazurin-diaphorase fluorescence;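 active means inhibition reaching at least a set limit at 20 µM in the primary screen, cut at about 59% in these data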;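 further: 0% = DMSO wells with substrate and 100% = DMSO wells lacking glucose-6-phosphate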
SENP8 block-1 – SENP8 protease inhibition; hit rate 1.2% among 330,000; purified SENP8, Z-RLRGG-aminoluciferin cleavage, luminescence; AID 2540; Q96LD8; inhibition, % at 10 µM; in the data active means inhibition above about 50%
Target sequence (Q96LD8 whole entry, looked up): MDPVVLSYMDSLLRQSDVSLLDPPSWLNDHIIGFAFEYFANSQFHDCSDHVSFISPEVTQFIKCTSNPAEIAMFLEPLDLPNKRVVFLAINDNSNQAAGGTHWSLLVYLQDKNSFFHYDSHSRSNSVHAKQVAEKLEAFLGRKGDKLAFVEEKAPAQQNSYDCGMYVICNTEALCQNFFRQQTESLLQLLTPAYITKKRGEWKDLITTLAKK
SENP8 block-2 – inhibitors of human SENP8 protease; inhibition, % at 20 µM; hit rate 0.64% among 360,000; recombinant SENP8, Nedd8 substrate fluorescence; AID 602440; in the data active means inhibition mostly above about 40%, no sharp cut-off; inactive means mostly below about 27%
* hit, by the source's call; / = not tested or not shown; & = joins results of further samples.

The line under a structure holds: MIN6 prolif	SENP6 block	HKDC1 inh	SENP7 inh	SENP1 inh	UBC13 polyUb	PfG6PD inh	SENP8 block-1	SENP8 block-2
> CC(=O)OC1N=C(c2ccccc2)c2cc(C)ccc2NC1=O (stereo not drawn)
 : -3.0	10.7	4.7	0.0	1.3	3.5	1.7	10.5	8.3
> C#C[C@]1(O)CCC2C3CCC4=C/C(=N/OCC(=O)NC(C)C(=O)NC(CCSC)C(=O)O)CC[C@]4(C)C3CC[C@@]21C (stereo partly drawn)
 : 2.4	-24.5	6.4	-4.8	-0.4	-6.1	-3.4	-6.7	11.6
> C[C@H](O)[C@H]1CC[C@H]2[C@@H]3CCC4=CC(=O)CC[C@]4(C)[C@H]3CC[C@]12C
 : -4.0	12.7	-2.4	6.3	2.4	4.2	-29.8	1.1	-0.6
> CCOP(=O)(C(NC(=O)c1ccccc1Cl)=C(Cl)Cl)c1ccccc1 (stereo not drawn)
 : -0.9	1.1	-1.3	-12.5	-1.1	-9.3	0.7	2.8	11.7
> CC12CCC3C(CC=C4CC5(CCC43C)OCCO5)C1CCC2=O (stereo not drawn)
 : -2.0	-20.1	-0.8	-7.5	0.5	13.0	-7.2	-0.5	5.8
> CCC1(CCc2ccncc2)C(=O)NC(=O)NC1=O
 : 0.0	-20.2	-4.2	-1.2	-1.6	-3.2	0.9	-8.9	18.3
> C[C@]12CC[C@H](O)CC1=CC(=O)C1C2CC[C@]2(C)C(=O)[C@H](O)CC12 (stereo partly drawn)
 : -1.8	7.7	-10.8	5.0	-15.9	2.4	0.7	4.1	3.4
> COc1ccc(NP2(=O)OCC(C)(N)CO2)cc1 (stereo not drawn)
 : /	/	2.3	/	-1.8	/	8.3	/	18.4
> Nc1cc(Cl)cc(Cl)c1
 : 0.4	-4.4	-2.7	1.6	-0.4	12.7	17.2	2.8	2.5
> Cn1c(O)c(C=NCCN2CCNCC2)c(=O)[nH]c1=O
 : -2.7	-20.8	-1.6	-7.4	-0.9	-10.2	5.5	-11.0	13.6
> Cc1cnn(C2CCN(C)CC2)c1N
 : -2.2	-2.9	12.1	-8.8	-0.4	-11.3	-22.3	-4.7	16.8
> CSc1nc2ccccc2c(=O)n1-c1cccnc1
 : 2.4	-6.9	1.0	6.1	-0.6	3.6	0.6	-0.7	8.6
> CCOC(=O)c1c(C)n(Cc2ccc3c(c2)OCO3)c2ccc(O)cc12
 : 0.7	11.7	2.7	2.3	3.8	12.3	13.9	-7.1	-1.9
> COC(=O)[C@H]1C[C@@H]1[C@H](NP(=O)(c1ccccc1)c1ccccc1)c1ccccc1
 : 9.3	-11.0	0.9	-14.2	2.6	-4.7	-14.9	-13.0	18.2
> Nc1c([N+](=O)[O-])cc(F)c(N2CCNCC2)c1Br
 : 0.5	-8.7	3.5	0.1	2.3	-59.6	-13.8	-1.7	43.7*
> COc1cccc(C(=O)C2CCCN(Cc3cccc(C)n3)C2)c1 (stereo not drawn)
 : -2.6	-13.1	-5.6	-4.9	-2.0	1.8	-3.9	-6.5	16.6
> NC(=O)C1CCN(/C=C2\C(=O)NC(=O)N(Cc3ccco3)C2=O)CC1
 : 6.1	-13.1	4.3	3.7	-8.8	10.7	-1.4	5.5	23.6
> C1CCCN(C2CCNCC2)CC1
 : -2.9	10.5	-2.4	-4.1	0.3	5.6	-23.8	15.6	16.8
> COc1cccc(C(=O)N2CCC3(CC2)OCCO3)c1
 : -2.2	-3.2	-6.9	-7.8	4.3	-4.8	-1.5	-5.2	14.2
> Cn1c(O)c(C=NCCCCCCCCCCC(=O)O)c(=O)n(C)c1=O
 : -0.3	-18.0	1.3	-6.2	-0.1	18.1	-6.8	-6.3	13.7
> O=C(c1ccc(N2CC3CC(C2)c2cccc(=O)n2C3)c([N+](=O)[O-])c1)N1CCCCC1 (stereo not drawn)
 : -0.2	-5.0	3.8	-6.9	-2.0	-15.5	-1.7	-2.5	10.4
> O=P(O)(Oc1ccccc1)c1ccccc1
 : /	/	-5.2	/	1.6	/	-8.6	/	2.2
> CP(=O)(O)CN1CCCCC1
 : -1.5	-3.7	7.3	5.1	2.4	5.3	-8.7	0.7	11.6
> O=C1NC(=O)N(Cc2ccccc2)C(=O)/C1=C\c1ccco1
 : 5.4	-1.1	21.4	-2.2	-17.8	-33.4	17.9	-4.4	-5.9
> O=c1ccc2cc(O[C@@H]3O[C@@H](CO)[C@H](O)[C@@H](O)[C@@H]3O)c(O)cc2o1
 : -1.3	-3.2	-4.2	4.7	-24.6	22.2	6.5	0.5	-283.7
> CCC(C)n1c(O)c(C=NCc2cccnc2)c(=O)[nH]c1=S (stereo not drawn)
 : -3.7	-14.5	-0.8	-3.1	2.8	-7.7	-9.1	3.8	22.7
> O=C(c1cccn2c(=O)c3cc(Cl)ccc3nc12)N1CCC2(CC1)OCCO2
 : 5.2	1.9	-4.7	-2.8	-29.2	15.6	-12.4	0.9	-290.0
> c1ccc(P(c2ccccn2)c2ccccn2)cc1
 : -0.2	1.4	-8.2	-9.8	1.6	15.7	-1.2	2.4	9.2
> COc1ccc(NC(=O)c2c(C)nn(Cc3ccccc3Cl)c2Cl)cc1Cl
 : 0.0	-5.6	-10.5	-1.4	4.1	8.3	-2.8	5.7	1.4
> CCCOC(=O)C1C2CCC(O2)C1C(=O)O (stereo not drawn)
 : /	/	14.8	/	0.7	/	-5.8	/	8.0
> Nc1c(C(=O)OC2CCCCC2)c2nc3ccccc3nc2n1CC1CCCO1 (stereo not drawn)
 : -2.8	16.7	6.6	6.8	-115.8	9.9	16.1	4.6	-281.3
> O=C(C1CC(c2ccc(Cl)c(Cl)c2)=NO1)N1CCC2(CC1)OCCO2 (stereo not drawn)
 : -3.9	-19.6	-9.1	2.9	0.8	0.0	4.9	1.3	9.0
> NC(=O)Cn1cc(C=C2C(=O)NC(=O)NC2=O)c2ccccc21
 : -4.4	5.5	2.8	-13.3	2.0	-48.9	16.8	-2.8	17.8
> CCn1c(O)c(C=Nc2ccc(N3CCOCC3)cc2)c(=O)n(CC)c1=S
 : -2.1	-17.6	1.4	-5.4	-18.1	-15.7	5.5	-4.0	28.7
> COC(=O)C1=C(c2ccc(C(C)=O)cc2)C[C@@H]2CC[C@H]1N2C(=O)N1CCCCC1
 : -2.9	-1.4	0.4	11.7	1.8	0.1	-11.4	2.7	18.2
> C/C(=N\N(C)c1ccccc1)c1c(O)[nH]c(=O)[nH]c1=O
 : -1.6	-12.8	5.4	-2.0	-0.7	1.8	10.3	-2.3	21.2
> COC(=O)C1=C(c2ccccc2OCc2ccccc2)C[C@@H]2CC[C@H]1N2C(=O)NC1CCN(Cc2ccccc2)CC1
 : -7.4	4.0	-4.9	-2.4	1.6	25.9	-5.5	-6.3	20.4
> Cc1ccsc1C(=O)C1CCCN(Cc2cnc(N3CCOCC3)s2)C1 (stereo not drawn)
 : -4.1	-2.0	-8.1	0.5	-2.4	5.6	2.8	-8.6	-2.4
> c1ccc2sc(C3CCNCC3)nc2c1
 : /	/	-2.3	/	2.2	/	13.3	/	20.3
> O=C(c1ccc(Cl)cc1)C1CCCN(Cc2cccc3cnccc23)C1 (stereo not drawn)
 : -2.2	-7.3	3.0	-4.2	-3.2	-4.9	30.4	-6.7	17.0
> COc1ccc(CCNCc2sccc2C)cc1
 : -1.6	-9.8	-5.7	7.0	-0.1	-7.8	5.0	-1.0	7.6
> COc1cc(/C=C/C(=O)c2c(O)n(CCc3ccccc3)c(=O)[nH]c2=O)ccc1O
 : 0.0	-3.4	-0.7	-6.7	18.9	-23.0	18.9	0.0	-8.5
> Cc1ccc2c(c1)N(N=O)CCC2
 : -2.0	-13.1	-15.8	-10.4	-0.4	17.7	-3.8	-7.9	21.9
> COc1ccc(C2NCc3ccccc3-n3cccc32)cc1 (stereo not drawn)
 : -2.3	-7.8	-1.1	0.9	-1.0	6.1	7.3	8.7	15.6
> Nc1cncc(C(=O)O)c1
 : 0.0&-0.5	-5.3&-0.2	-6.1&1.8	-2.3&1.4	1.0&-0.1	3.7&-2.8	7.8&-1.9	0.1&-1.1	-23.1&-37.9
> CCC(=O)OC1(c2cccc(C)c2)CC(C)N(C)CC1C (stereo not drawn)
 : -0.9	-7.9	-8.2	-2.1	1.7	2.4	-8.1	-3.1	26.1
> O=C(Cc1ccccc1)OCCN1CCOCC1
 : -0.6	-3.0	-11.4	-7.9	-1.1	-7.9	-1.1	-9.7	9.9
> O=C1NC(=O)N(Cc2ccccc2)C(=O)/C1=C/N1CCCc2ccccc21
 : -1.2	-2.3	22.9	-1.7	-80.1	-25.5	2.1	-16.2	9.7
> CNCCCc1ccccc1
 : -1.8	19.3	-1.1	5.2	3.7	-1.8	5.0	-8.2	11.8
> COC(=O)c1c(C)[nH]c(C(=O)C(Cc2ccccc2)N(C)C)c1C (stereo not drawn)
 : -1.4	-11.2	0.7	5.4	3.0	2.2	-9.2	-2.3	19.1

An excerpt from above in order of length of the SMILES, low to high.
The line under a structure holds: MIN6 prolif	SENP6 block	HKDC1 inh	SENP7 inh	SENP1 inh	UBC13 polyUb	PfG6PD inh	SENP8 block-1	SENP8 block-2
> Cc1ccc2c(c1)N(N=O)CCC2
 : -2.0	-13.1	-15.8	-10.4	-0.4	17.7	-3.8	-7.9	21.9
> CSc1nc2ccccc2c(=O)n1-c1cccnc1
 : 2.4	-6.9	1.0	6.1	-0.6	3.6	0.6	-0.7	8.6
> NC(=O)Cn1cc(C=C2C(=O)NC(=O)NC2=O)c2ccccc21
 : -4.4	5.5	2.8	-13.3	2.0	-48.9	16.8	-2.8	17.8

Next section:
The line under a structure holds: MIN6 prolif	SENP6 block	HKDC1 inh	SENP7 inh	SENP1 inh	UBC13 polyUb	PfG6PD inh	SENP8 block-1	SENP8 block-2
> CCc1nc2ccccc2c(=O)n1-c1ccc2ccccc2c1
 : 1.7	-8.7	-2.0	-1.3	-0.8	1.4	1.6	5.6	-3.6
> COc1ccc(N/N=C/c2c(O)n(-c3ccc(C)c(C)c3)c(=O)[nH]c2=O)cc1
 : -0.2	0.9	-0.2	3.6	5.3	-7.4	10.7	-1.1	10.6
> S=C=Nc1cccc(C2(N3CCCCC3)CCCCC2)c1
 : -8.0	-6.2	-1.9	2.2	-1.2	22.7	7.9	6.6	13.0
> O=C(c1ccc2c(c1)ncn2-c1ccc(F)cc1F)N1CCC2(CC1)OCCO2
 : -2.7	-9.8	-9.9	-3.5	0.8	-26.4	-3.1	-8.0	10.0

Not all compounds are listed. The share of hits here may be higher or lower than overall.
